Ins promoter up: MIN6 insulin promoter up-regulation. MIN6 insulin promoter-GFP reporter, high-content imaging; stronger effect = higher value. z-score at 5 µM. 190,000 tested, 0.3% active;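 active means z-score above 3 at 5 µM with at least 500 cells counted in the well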
Dynein transport: dynein cargo transport inhibition; 3617.4 mouse cells, GR-EGFP nuclear translocation imaging; test concentration mostly 20 µM; stimulated with dexamethasone, 1 µM; stronger effect = lower value; z-score, hits read low; 220,000 tested, 0.47% active; AID 1381;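 active means plate z-score of nuclear minus cytoplasmic receptor signal below a set negative limit, without overly bright fluorescence or cell loss, cut at about -3.5 in these data, passing the limit was not always enough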;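 further: z-score of nuclear minus cytoplasmic ring GR-EGFP intensity difference per well; some compounds called inactive have numbers as strong as hits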
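Buffer or medium: tetracycline-free induction medium containing charcoal-stripped FBS / Reagent: dexamethasone agonist, 1.0 µM final, for 30 min / Technique: automated 10x imaging of fixed Hoechst-stained cells / Times: induction 48 h, compound 1 h, agonist 30 min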
Myeloid diff 2: myeloid differentiation induction; ER-HoxA9 myeloid progenitors, lysozyme-GFP differentiation, flow cytometry; calls only at 10 µM; AID 624256; 360,000 tested, 1% active;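 active means normalized GFP-positive differentiation at or above the plate's own cutoff, the solvent-only control mean plus 3 SD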;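 further: cells exposed to compound for four days before flow analysis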
MT stabilizer: stabilizes microtubules in HeLa cells | HeLa tubulin immunostaining HCS, 24 h; share of cells brighter than vehicle mean+2SD | % tubulin-high responders, % at 10 µM | 200,000 tested, 0.83% active | AID 2205;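 active means plate Z-score above 3 for both tubulin-high and condensed-nucleus cell shares, with cell loss under 80%, at 10 µM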;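 further: anti alpha tubulin signal scored within the nucleus-defined area of each cell; some results filed as inactive read as strong as hits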
Hep lipid drop: hepatic lipid droplet formation modulation. 240,000 tested, 0.4% active. inhibition, % at 6.5 µM. AML12 mouse hepatocytes, oleate lipid droplets, BODIPY imaging;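 active means lipid droplet intensity inhibited by at least 50%, with more than 500 cells counted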
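Assay system: AML12 hepatocytes (mouse); Probe or stimulus: oleic acid at 100 µM to induce lipid droplet formation; Dosing: compound at 6.5 µM only; Schedule: compound with oleate, overnight; Detection: fluorescence imaging, 20x objective, two fields per well; Measure: % inhibition of lipid droplet signal.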
PMI inhibitors: MPI enzyme activity inhibition – biochemical, fluorescence intensity, coupled assay, primary screen (AID 1209) | purified PMI enzyme, coupled fluorescence intensity; higher % means a stronger effect | inhibition, % at 20 µM; hits with a dose series show IC50 in µM | 190,000 tested, 0.42% active; in the data active means inhibition above about 50%;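 further: plate controls were DMSO vehicle for no effect and wells lacking substrate for full effect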
T cell modulator: modulates CD8 T cell binding to vesicles; calls only at 7 µM; 2C CD8+ T cell-vesicle binding, flow cytometry; stronger effect = lower value; AID 2052; 330,000 tested, 0.068% active;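 active means response, share of CD8 T cells binding vesicles, and their 90th percentile fluorescence all below set limits, cut at about 80% in these data, passing the limit was not always enough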
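Material: 2C TCR transgenic mouse naive CD8+ T cells, MACS-purified. Also added: QL9-charged Drosophila Ld/ICAM-1/B7-1 vesicles. Timing: binding 1.5 h at 37 °C. Measured by: high-throughput flow cytometry with anti-B7-1 and anti-CD8 staining. Read-out: percent CD8+ FL2 mean versus row control. Controls: Unloaded micro-vesicles (low), QL9 vesicles with 0.7% DMSO (high).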
bCat nuc transl: alters nuclear translocation of beta-catenin in HeLa cells; immunofluorescence imaging; nuclear translocation activity, % at 5 µM; 190,000 tested, 0.3% active;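 active means nuclear translocation activity above 50% at 5 µM, with a well cell count of 50 or more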;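 further: per-cell ratio of nuclear to cytoplasmic median beta-catenin stain intensity; plate controls were DMSO negative control for no effect and GSK-3 inhibitor IX positive control for full effect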
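test system = HeLa cells, endogenous beta-catenin | dosing = single 5 µM dose plus 0.02–20 µM confirmation series | times = compound treatment 24 h, 37°C, 5% CO2 | technique = beta-catenin immunofluorescence imaging with DAPI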
TNAP activation fold: stimulation of alkaline phosphatase TNAP activity – biochemical, luminescent, no phosphate acceptor, uHTS, primary screen (AID 1001); purified TNAP, luminescent activation assay, no phosphate acceptor; higher activation fold means a stronger effect; activation fold at 20 µM, or EC50 in µM where a hit was titrated; 200,000 tested, 0.03% active; in the data active means activation fold from about 3, or a potency from the dose series; inactive means the rest, 99 in 100 with activation fold below about 1.6; further: many of its hits are not listed in these tables
Dynein transport cytoplasmic EGFP: recorded beside Dynein transport, whose call it bears; z-score; measured here: cytoplasmic GR-EGFP intensity; stronger effect = higher value
Dynein transport nuclear GR-EGFP: recorded beside Dynein transport, whose call it bears; z-score; measured here: nuclear GR-EGFP intensity;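 lower value marks the stronger effect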
Dynein transport cell count: recorded beside Dynein transport, whose call it bears; z-score; measured here: cell count per field
Ins promoter up cell count: further read-out of Ins promoter up, marked with its call; cell count; measured here: cytotoxicity, nuclei count;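 total cells summed across four imaged fields per well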
Hep lipid drop cells 6.5 µM: second read-out of Hep lipid drop, no call of its own (marks repeat the call); cell count; measured here: cell count, cytotoxicity flag;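 cells counted across two imaged fields per well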
bCat nuc transl cell count 5 µM: further read-out of bCat nuc transl, marked with its call; cell count; measured here: cell count, cytotoxicity flag
T cell modulator vesicle-bound %: second read-out of T cell modulator, no call of its own (marks repeat the call); double positive events, %; measured here: CD8+ vesicle-bound cell fraction;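 binding gate set so that unloaded-vesicle control wells show 10% double positive cells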
MT stabilizer Hoechst-high %: also measured in MT stabilizer; calls as there; % Hoechst-high responders; measured here: nuclear condensation Hoechst responders;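 share of cells brighter than vehicle mean plus two SD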
MT stabilizer cytotoxicity %: further read-out of MT stabilizer, marked with its call; toxicity, %; measured here: cytotoxicity by cell density;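 0% = mean cell density of plate MIN control wells and 100% = no cells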
Myeloid diff 2 GFP+ MAC1+ %: further read-out of Myeloid diff 2, marked with its call; GFP+ MAC1+ double positive, %; measured here: differentiation confirmed by MAC1 staining
* marks the source's active call; other numbers are inactive results; i = inactive; · = not tested or not shown; & = joins results of further samples.

SMILES | Ins promoter up | Ins promoter up cell count | Dynein transport | Dynein transport cytoplasmic EGFP | Dynein transport nuclear GR-EGFP | Dynein transport cell count | Myeloid diff 2 | Myeloid diff 2 GFP+ MAC1+ % | MT stabilizer | MT stabilizer Hoechst-high % | MT stabilizer cytotoxicity % | Hep lipid drop | Hep lipid drop cells 6.5 µM | PMI inhibitors | T cell modulator | T cell modulator vesicle-bound % | bCat nuc transl | bCat nuc transl cell count 5 µM | TNAP activation fold
Cn1cnnc1Sc1cc(N2CCN(S(=O)(=O)c3ccc4ccccc4c3)CC2)ccc1[N+](=O)[O-] | -0.97 | 1203 | 2.2 | -0.074 | 0.94 | -1.1 | · | · | 3.2 | 1.4 | 6.7 | -24 | 702 | 25% | i | 47 | 1.8 | 984 | 0.9
CCC(C)NC(=O)c1ccccc1NC(=O)CN1C(=O)c2ccccc2S1(=O)=O (stereo not drawn) | 1.4 | 1777 | 1.3 | -0.2 | 0.97 | -0.13 | i | 1.2 | 3.4 | 1.7 | 4.8 | -10 | 651 | 2% | i | 26 | -5.4 | 1189 | 0.8
O=C(COc1ccccc1Cl)N1CCN(c2ccc(F)cc2)CC1 | -0.84 | 1197 | -0.42 | -0.25 | -0.19 | 0.32 | i | 1.2 | 2.5 | 1.3 | 10 | 2 | 679 | 9% | i | 23 | · | · | 1.1
Cc1occc1-c1nnc(SCC(=O)N2CCOCC2)n1CC(C)C | · | · | 0.42 | -0.27 | 0.32 | 0.87 | i | 1.0 | 2.0 | 2.1 | 3.0 | 12 | 765 | 5% | i | 50 | -1.1 | 511 | 1.1
COc1ccc(CSCC(=O)NCCC(C)C)cc1 | -0.88 | 1535 | 0.087 | -0.24 | 0.24 | -0.14 | i | 0.2 | 1.7 | 1.1 | 5.1 | -25 | 728 | 4% | i | 8 | -2.1 | 1009 | 1.2
CCCC(=O)Nc1nnc(-c2ccc3c(c2)OCCO3)o1 | 0.89 | 1339 | 1.5 | -0.36 | 0.53 | -1.4 | i | 0.4 | 1.6 | 1.6 | 5.0 | 4 | 723 | 6% | i | 15 | -0.1 | 1109 | 1.1
O=C(O)c1ccc(S(=O)(=O)c2ccc(Sc3ccc(C(=O)O)c(C(=O)O)c3)cc2)cc1 | 0.18 | 1407 | 0.51 | -0.26 | 0.54 | 0.092 | i | 0.7 | 3.7 | 2.3 | 4.0 | 2 | 643 | -19% | i | 56 | 1.1 | 1526 | 1
Cc1cc(C(F)(F)F)nn1CC(=O)NNC(=S)Nc1ccc(Cl)cc1 | -0.2 | 1444 | -1.2 | -0.22 | -0.69 | 1.5 | i | 1.6 | 2.9 | 2.7 | 5.2 | · | · | 4% | i | 46 | 0.3 | 1366 | 1
CCC(=O)N1CCc2cc(S(=O)(=O)NC(Cc3ccccc3)C(=O)NC3CCCC3)ccc21 (stereo not drawn) | -0.98 | 1456 | -0.34 | -0.14 | -0.17 | 1.1 | i | 1.8 | 6.1 | 3.7 | 8.6 | · | · | -5% | i | 46 | 2.3 | 1478 | 1.1
CCN(CC)CCCn1c(=S)[nH]c2ccccc2c1=O | -0.02 | 1017 | 0.68 | -0.21 | 0.47 | -0.28 | i | 0.9 | 1.6 | 1.7 | 11 | · | · | -2% | i | 6 | -0.1 | 1155 | 0.9
COc1cc(/C(C)=N/Nc2ccc(C(=O)O)cc2)cc(OC)c1OC | -0.05 | 1362 | -0.81 | 0.073 | -0.66 | 4.9 | i | 0.4 | 2.8 | 2.7 | 7.9 | 12 | 669 | -55% | i | 34 | -1.1 | 544 | 1.1
Cn1c(CSCc2ccc(Cl)cc2)n[nH]c1=S | -0.03 | 1380 | 0.33 | -0.31 | 0.37 | -0.13 | i | 0.3 | 3.0 | 2.1 | 7.3 | -21 | 650 | -1% | i | 59 | 0.8 | 1454 | 1
CCc1nnc(NC(=O)CSc2nnnn2-c2cccc(C(C)=O)c2)s1 | 0.52 | 1480 | 2.2 | 0.16 | 2.2 | -2 | i | 0.5 | 2.9 | 2.4 | 12 | 3 | 692 | 12% | i | 45 | 0.0 | 1518 | 1
CC1(C)Cc2c(sc3ncn4c(=S)[nH]nc4c23)CO1 | 0.46 | 1095 | 1.4 | 0.037 | 1.1 | -1.9 | i | 0.2 | 1.9 | 1.3 | 5.8 | -4 | 724 | · | i | 33 | -0.8 | 1115 | 1
Cc1ccc(C(=O)Oc2ccccc2N2C(=O)C3CCCCC3C2=O)cc1 (stereo not drawn) | -0.02 | 1540 | -0.26 | -0.42 | -0.12 | 0.79 | i | 1.9 | 2.3 | 1.9 | 12 | · | · | 6% | i | 28 | · | · | 1.2
COc1cc(CSc2nnnn2-c2ccc(C)cc2)cc(OC)c1OC | -1.2 | 502 | -0.0049 | -0.15 | 0.2 | 0.37 | i | 18 | 5.6 | 2.3 | 7.4 | -17 | 663 | 23% | i | 43 | 0.5 | 1014 | 1.1
COc1cccc(CNC(=O)CC2Sc3ccccc3NC2=O)c1 (stereo not drawn) | 0.13 | 1262 | 0.32 | -0.17 | -0.19 | 0.15 | i | 0.4 | 1.2 | 1.5 | 4.5 | 0 | 730 | -6% | i | 45 | 0.5 | 1092 | 1.1
COc1ccc(S(=O)(=O)Nc2ccccc2OC)cc1NC(=O)c1cc2ccccc2oc1=O | -1.4 | 1262 | 0.66 | -0.044 | 0.2 | -1.1 | i | 0.8 | 8.9 | 2.4 | 0.0 | 0 | 616 | 7% | i | 43 | 0.6 | 1076 | 1.1
c1ccc(-c2nc3ccccc3s2)nc1 | 1.7&-0.48 | 1526&1113 | 0.4&-0.35 | -0.21&-0.27 | 0.34&0.25 | 0.33&1.5 | i | 1.1&0.6 | 2.5 | 2.1 | 3.0 | -10 | 690 | -9% | i | 10&56 | -0.8&0.7 | 1181&1282 | 1.1
O=C(Nc1ccncc1)C1CCC(CNS(=O)(=O)c2cccc3nsnc23)CC1 (stereo not drawn) | 2 | 1010 | 0.65 | -0.25 | 0.94 | 0.78 | i | 0.4 | · | · | · | 1 | 707 | · | i | 10 | -0.8 | 1316 | ·
O=C(CCc1nnc(-c2ccc3c(c2)OCO3)o1)N(Cc1ccncc1)CC1CCCO1 (stereo not drawn) | · | · | 0.64 | -0.15 | 0.53 | -1.4 | i | 0.4 | 1.6 | 2.3 | 6.2 | -3 | 636 | -4% | i | 41 | -1.4 | 972 | 1.1
CC(C)c1nc2oc3c(NCC4CCCO4)ncnc3c2c2c1COC(C)(C)C2 (stereo not drawn) | -0.64 | 1218 | 0.15 | 0.058 | 0.43 | -0.58 | i | 0.2 | 4.7 | 2.3 | 6.7 | · | · | 6% | · | · | -3.1 | 997 | 1.1
Cn1cccc1Cc1nnc(SCC(=O)N2CCc3ccccc32)n1-c1ccc(F)cc1 | -0.36 | 1393 | -0.58 | -0.21 | 0.013 | 0.78 | i | 2.4 | 2.4 | 2.6 | 1.9 | 12 | 696 | 4% | i | 32 | -1.5 | 1142 | 1.1
Cc1cc(=O)[nH]c(SCC(=O)Nc2ccc(F)cc2)c1C#N | -0.03 | 1330 | 1.4 | -0.32 | 0.43 | 0.23 | i | 0.1 | 2.0 | 2.4 | 9.2 | -3 | 708 | -3% | i | 60 | -1.0 | 1198 | 1.1
COc1cc(C=O)ccc1OCC(=O)NC(C)(C)C | 1.7 | 1564 | -1.3 | -0.21 | -0.7 | 1.3 | i | 0.3 | 1.4 | 1.2 | 0.3 | -16 | 666 | 12% | i | 60 | -0.5 | 1387 | 1.1
Cc1ncc([N+](=O)[O-])n1CCOC(=O)c1cc(Cl)cc(Cl)c1N | -0.02 | 1273 | 2.9 | -0.16 | 1.2 | -2 | i | 0.3 | 2.5 | 2.2 | 1.7 | -3 | 699 | 15% | i | 52 | 1.2 | 991 | 1
O=C(NCCCN1CCOCC1)C1CC(=O)N(C2CCCCC2)C1 (stereo not drawn) | 1.6 | 1233 | 0.43 | -0.41 | 0.00013 | -0.081 | i | 1.1 | 3.4 | 1.4 | 9.0 | · | · | -1% | i | 43 | 0.8 | 1400 | 1.1
CCCCc1nc(SCC(=O)Nc2cc(C)on2)n[nH]1 | -0.26 | 963 | 0.11 | -0.14 | 0.23 | -0.069 | i | 5.3 | 2.0 | 2.6 | 10.0 | · | · | -7% | i | 30 | 0.8 | 1123 | 0.4
COc1ccc2nc(Nc3ccccc3)sc2c1 | -0.53 | 1237 | -0.33 | -0.34 | -0.23 | -0.079 | i | 0.3 | 3.7 | 1.9 | 6.4 | -5 | 687 | -3% | i | 10 | 0.2 | 1126 | 1.1

Results in Ins promoter up, for some of the entries so far:
structure	Ins promoter up
Cc1cc(=O)[nH]c(SCC(=O)Nc2ccc(F)cc2)c1C#N	-0.03
COc1ccc2nc(Nc3ccccc3)sc2c1	-0.53

High-throughput results (PubChem)
